Screening data from PubChem.
PLAP inhibition: PLAP enzyme inhibitors, biochemical, luminescence, HTS (AID 690); actives 0.08% (n = 96,000); purified PLAP, luminescent substrate; higher % means a stronger effect; inhibition, % at 20 µM; hits with a dose series show IC50 in µM; in the data active = a potency from the dose series; inactive = the rest, 99 in 100 with inhibition below about 30%; also: strong numbers were not always called active
NFkB transloc pot: enhances IL-1B driven NFkB nuclear translocation. HUVEC IL-1B NFkB p65 nuclear translocation imaging. activation, % at 2 µM. actives 0.3% (n = 94,000). AID 819;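 active = activation above 40%, about the mean plus 3 SD, also judged a hit on visual image review; inconclusive = activation above 40% but not a hit on visual review; inactive = activation not above 40% and no visual hit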;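 also: percent activation is computed from the nuclear over cytoplasmic p65 intensity ratio; values of inactives mirror those of a sister screen read the other way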
NFkB transloc inh: blocks IL-1B driven NFkB nuclear translocation in HUVEC cells. actives 0.43% (n = 94,000). inhibition, % at 2 µM. HUVEC IL-1B NFkB p65 nuclear translocation imaging. AID 796;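 active = inhibition above about 30% together with a positive call from visual inspection of the well image, limit read from the data; inconclusive = inhibition above a set limit but visual check negative; inactive = inhibition not above a set limit, visual check negative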;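 also: nuclear over cytoplasmic p65 intensity ratio measured by imaging; 0% = IL-1B stimulated DMSO wells and 100% = unstimulated DMSO wells; values of inactives mirror those of a sister screen read the other way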
Bcl-B displacement: displacers of TR3 peptide from Bcl-B, primary screen, selectivity assay for Bfl-1 inhibitor project, biochemical, fluorescence polarization | FP displacement of FITC-TR3 peptide from Bcl-B; higher % means a stronger effect | one-dose displacement, % at 20 µM; IC50 in µM for titrated hits | actives 0.11% (n = 96,000) | AID 748;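 active = displacement above 50% at 20 µM plus a fluorescence interference ratio under 1.5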;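 also: plate controls were wells without compound for no effect and wells lacking Bcl-B protein for full effect; a part of the inactive calls stands beside numbers as strong as those of hits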
MRP reversal: reverses drug resistance mediated by MRP; H69AR cells + 2 uM doxorubicin, CellTiter-Glo, 72 h; differential viability (reversal), % at 10 µM; actives 0.04% (n = 85,000); AID 602;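 active = viability drop by adding the cancer drug above about 55%, with treated viability meeting a 40% cutoff, limit read from the data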;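 also: viability without doxorubicin minus viability with 2 µM doxorubicin for each compound; larger differential means the compound sensitizes cells more to doxorubicin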
MRP reversal cytotoxicity: further read-out of MRP reversal, marked with its call; viability, %; H69AR cells, CellTiter-Glo, 72 h; measured here: cytotoxicity without doxorubicin
MRP reversal with doxorubicin: second read-out of MRP reversal, no call of its own (marks repeat the call); viability, %; measured here: viability with 2 uM doxorubicin; active compounds read low
NFkB transloc inh cell count 2 µM: further read-out of NFkB transloc inh, marked with its call; cell count; measured here: cells passing quality filter;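 raw number of nuclei counted in each imaged well without normalization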
NFkB transloc pot cell count 2 µM: recorded beside NFkB transloc pot, whose call it bears; cell count; measured here: cells passing quality filter
* hit, by the source's call; ? = inconclusive; / = not tested or not shown. This is a subset; rates above refer to the full screens.

SMILES	PLAP inhibition	NFkB transloc pot	NFkB transloc pot cell count 2 µM	NFkB transloc inh	NFkB transloc inh cell count 2 µM	Bcl-B displacement	MRP reversal	MRP reversal cytotoxicity	MRP reversal with doxorubicin
COc1ccc(Cn2c(SCc3ccc(C)cc3)nc3cc(OC)c(OC)cc3c2=N)cc1Cl	-67%	4	211	-4	211	-10%	/	/	/
COc1ccc(C(=O)c2ccc(N3CCOCC3)cc2)c(OC)c1	-4%	-1	146	1	146	19%	-29	45	75
CC(CNCc1ccc2c(c1)OCO2)NCc1ccc2c(c1)OCO2 (stereo unspecified)	-22%	/	/	/	/	-16%	16	90	74
CCN(CC)C(=O)CSc1nnc(COc2ccccc2)n1CC	1%	2	170	-2	170	-1%	-7	94	102
CC(C)CCn1c(Br)nc2c1c(=O)n(CC(N)=O)c(=O)n2C	-7%	/	/	/	/	-8%	/	/	/
CC(=O)Oc1ccc(NC(=O)CSc2ccccc2)cc1	1%	10	116	-10	116	3%	/	/	/
O=S1(=O)C=C(Sc2nc3ccccc3s2)c2ccccc21	3%	/	/	/	/	-8%	-4	103	107
Cc1cccc(Oc2sc(C(=O)c3ccccc3)c(N)c2C#N)c1	20%	1	179	-1	179	-5%	/	/	/
CC1(C)CC(=O)C(=Cc2cn(-c3ccccc3)nc2-c2ccc(Cl)cc2)C(=O)C1	-5%	-2	137	2	137	-3%	/	/	/
NC(=O)C1(N2CCCCC2)CCN(Cc2nc3ccccc3c(=O)[nH]2)CC1	-57%	-63	148	?	/	4%	-8	88	95
COc1ccc(OC)c(-c2cn(S(=O)(=O)c3ccccc3)nc2N)c1	10%	7	78	-7	78	-3%	13	91	79
CC1Cc2ccccc2N1S(=O)(=O)c1cccc2nsnc12 (stereo unspecified)	-68%	2	151	-2	151	-6%	22	87	65
O=C(CSc1nnc(-c2ccccc2)o1)N1CCN(c2ccccc2)CC1	2%	17	130	-17	130	-7%	14	97	83
Cc1ccc(S(=O)(=O)NCCSCc2ccccc2)cc1	/	-4	149	4	149	-4%	/	/	/
O=c1c(-c2ccc(Cl)cc2)coc2c(CN3CCOCC3)c(O)ccc12	-20%	1	86	-1	86	-1%	-3	78	81
CCNC(=O)C1(c2ccccc2)CCCC1	1%	15	57	-15	57	-1%	-27	69	96
Cc1ccc(/C=N/N2CCN(Cc3cccc4ccccc34)CC2)o1	-21%	4	133	-4	133	-3%	17	90	73
CCN(CC)S(=O)(=O)c1ccc(N2CCOCC2)c(NC(=O)C(=O)c2c(-c3ccccc3)cc3ccccn23)c1	-41%	-5	100	5	100	-29%	-4	73	77
O=C1NCCCC1C(=O)NCCN1C(=O)CCC1=O (stereo unspecified)	1%	5	126	-5	126	2%	4	96	92
Cc1cc(C)cc(NC(=O)CSCc2nc3c(nnn3Cc3ccc(F)cc3)c(=O)[nH]2)c1	/	-3	125	3	125	/	-4	96	101
Cn1cc(S(=O)(=O)N2CCN(Cc3ccccc3)CC2)c(=O)n(C)c1=O	6%	5	60	-5	60	1%	12	117	105
CSc1ccccc1N1CCN(C(=O)Nc2ccc3c(c2)NC(=O)CO3)CC1	-3%	19	143	-19	143	-14%	/	/	/
C=CCOC(=O)CCCC(=O)NC1CCCCC1	-14%	7	100	-7	100	-5%	-1	102	103
Cc1ccc(S(=O)(=O)N2CC(O)CC2C(=O)Nc2ccc3c(c2)CCC3)cc1 (stereo unspecified)	-24%	-1	84	1	84	-4%	4	95	91
Nn1c(SCC(=O)NC2CCCCC2)nnc1C1CC1	15%	17	89	-17	89	-5%	/	/	/
Cc1nc2sc(C(c3ccc(C(C)C)cc3)N3CCN(CCO)CC3)c(O)n2n1 (stereo unspecified)	-56%	/	/	/	/	1%	2	103	101
C=CCN1C(=O)CSC1=Nc1cccc(O)c1	-2%	0	110	0	110	-1%	-2	104	105
COc1ccc(NS(=O)(=O)c2ccc(NC(=O)C3CCCO3)cc2)cc1 (stereo unspecified)	-45%	1	81	-1	81	-5%	12	87	75
O=C(NCc1cccnc1)/C(=C/c1ccco1)NC(=O)c1ccccc1	3%	-1	136	2	136	2%	/	/	/
O=C(Cn1nnc(-c2ccccc2NC(=O)c2ccco2)n1)Nc1ccccc1	-16%	/	/	/	/	26%	-28	23	51

Entries of single compounds, quoted from the list. Values in the order: PLAP inhibition, NFkB transloc pot, NFkB transloc pot cell count 2 µM, NFkB transloc inh, NFkB transloc inh cell count 2 µM, Bcl-B displacement, MRP reversal, MRP reversal cytotoxicity, MRP reversal with doxorubicin
Entry for `O=C1NCCCC1C(=O)NCCN1C(=O)CCC1=O` (stereo unspecified) → 1%, 5, 126, -5, 126, 2%, 4, 96, 92
Entry for `Cc1ccc(/C=N/N2CCN(Cc3cccc4ccccc34)CC2)o1` → -21%, 4, 133, -4, 133, -3%, 17, 90, 73
Entry for `Cc1nc2sc(C(c3ccc(C(C)C)cc3)N3CCN(CCO)CC3)c(O)n2n1` (stereo unspecified) → -56%, /, /, /, /, 1%, 2, 103, 101
Entry for `CSc1ccccc1N1CCN(C(=O)Nc2ccc3c(c2)NC(=O)CO3)CC1` → -3%, 19, 143, -19, 143, -14%, /, /, /
Entry for `CCN(CC)S(=O)(=O)c1ccc(N2CCOCC2)c(NC(=O)C(=O)c2c(-c3ccccc3)cc3ccccn23)c1` → -41%, -5, 100, 5, 100, -29%, -4, 73, 77

Next section
SMILES	PLAP inhibition	NFkB transloc pot	NFkB transloc pot cell count 2 µM	NFkB transloc inh	NFkB transloc inh cell count 2 µM	Bcl-B displacement	MRP reversal	MRP reversal cytotoxicity	MRP reversal with doxorubicin
Cc1cc(C(=O)Cn2nnc3ccccc3c2=O)c(C)n1-c1ccccc1F	13%	7	186	-7	186	-14%	20	102	82
CCOC(=O)c1c(NC(=O)c2c(C)noc2C)sc2c1CCCCC2	-16%	-2	156	2	156	-7%	-1	42	43
CCc1ccccc1NC1c2ccccc2C(=O)N1Cc1ccco1 (stereo unspecified)	5%	/	/	/	/	-3%	-1	82	84
O=C(c1ccc(COc2ccccc2Br)o1)N1CCN(c2ccccn2)CC1	-38%	0	170	0	170	-8%	2	72	70
Cn1c(=O)cc(SCC(=O)N2CCN(c3ccccc3)CC2)c2ccccc21	-44%	6	145	-6	145	-8%	2	74	72
Cc1nc(N)sc1-c1csc(Nc2ccc(Cl)cn2)n1	/	-1	111	2	111	/	-11	51	62
Cc1cc(=O)c2c(o1)CC(C)(C)CC2=O	-16%	9	172	-9	172	29%	4	98	93
Cc1ccc(-n2c(=O)c3sccc3n(CC(=O)N3CCCC3)c2=O)cc1	-1%	-4	95	4	95	14%	4	86	82
O=C1CSC(c2ccccc2F)N1CCN1CCCCC1 (stereo unspecified)	-30%	15	112	-15	112	9%	5	91	86
COc1cccc(C(C(=O)NCc2ccco2)N(C(=O)Cn2nnc3ccccc32)C2CC2)c1OC (stereo unspecified)	-76%	-3	77	3	77	1%	3	81	78
CCOC(=O)CC1C(=O)NCCN1S(=O)(=O)c1ccc(Cl)cc1Cl (stereo unspecified)	-31%	-3	96	3	96	2%	/	/	/
COc1ccc(NC(=S)NCCSc2ccc(C)cc2)c(OC)c1	/	8	146	-8	146	/	/	/	/
CSc1nnc2c(n1)c(C)nn2-c1cccc(C)c1	/	-1	126	0	126	/	6	98	92
Cc1ccc(Cn2ccc(NC(=O)C3C4CCC(C4)C3C(=O)O)n2)cc1 (stereo unspecified)	-20%	12	162	-12	162	4%	14	94	79
COc1ccc(CCNC(=O)C2CCN(S(=O)(=O)c3cccc4nonc34)CC2)cc1OC	-9%	39	192	-39	192	-8%	15	91	76
Cc1cccc(NC(=O)CN(C)S(=O)(=O)c2cnc[nH]2)c1	-3%	26	153	-26	153	1%	2	95	93
O=C(Oc1ccc(Br)cc1)C1CC(=O)N(c2ccc(F)cc2)C1 (stereo unspecified)	12%	5	140	-5	140	-14%	13	100	87
COc1ccc2[nH]c(C)c(CN3CCCCC3)c(=O)c2c1	-23%	/	/	/	/	-9%	/	/	/
Cn1c(SCC(=O)NCc2ccc3c(c2)OCO3)nnc1-c1cc2ccccc2cc1O	-4%	-4	159	4	159	0%	0	91	92
COc1ccccc1NC(=O)N1CCCC(c2nc3c(nnn3Cc3ccc(C)cc3)c(=O)[nH]2)C1 (stereo unspecified)	-12%	-2	111	2	111	4%	3	43	40
Cc1ccc(CNCC2CCCO2)s1 (stereo unspecified)	0%	-4	42	4	42	4%	-10	94	104
CCc1c(C)sc(NC(=O)CSc2nc3c(c(C(F)(F)F)n2)CCc2ccccc2-3)c1C#N	8%	10	150	-10	150	3%	/	/	/
CCOC(=O)Cc1nnc(NC(=O)C(CC)Sc2nc(C)cc(C)n2)s1 (stereo unspecified)	6%	-9	153	9	153	-2%	5	95	90
N#Cc1nc(Cc2ccccc2)oc1N1CCC(Cc2ccccc2)CC1	-17%	3	102	-3	102	-13%	9	95	86
CCCCn1c(CNC(=O)C23CC4CC(CC(C4)C2)C3)nnc1SCC(=O)Nc1nnc(C)s1	-43%	-1	51	1	51	0%	-12	59	71
CCOC(=O)C1=C(CC)Nc2ccccc2N=C1NC(=O)Nc1ccccc1OC	-2%	6	163	-6	163	-6%	/	/	/
COc1cc(NC(=O)c2ccccc2)c(OC)cc1NC(=O)CN1CCN(c2ccccn2)CC1	-32%	18	168	-18	168	-3%	/	/	/
N/C(Cc1ccc([N+](=O)[O-])cc1)=N\OC(=O)COc1ccc2ccccc2c1	4%	-2	152	2	152	-10%	/	/	/
COc1cccc(C2=NOC(C(=O)NCc3cccs3)C2)c1 (stereo unspecified)	27%	13	119	-13	119	-2%	-37	41	78
CC(NC(=O)CSc1ncccn1)c1ccccc1 (stereo unspecified)	5%	-12	86	12	86	-4%	/	/	/
C=CCn1c(=S)[nH]c2ccccc2c1=O	/	-1	153	1	153	/	5	82	77
O=S(=O)(NCC1CCCO1)c1ccc2ccccc2c1 (stereo unspecified)	8%	1	85	-1	85	5%	7	101	94
O=C(CCC(=O)NC1CCCCCCC1)Nc1nnc(C(F)(F)F)s1	7%	-2	99	2	99	-4%	6	94	87
Cc1ccc(C(=O)N2c3ccc(F)cc3CCC2C)o1 (stereo unspecified)	-11%	-12	178	12	178	8%	-4	86	90
CCC(C(=O)NCc1ccc(F)cc1)N(Cc1ccco1)C(=O)c1snc(C(N)=O)c1N (stereo unspecified)	21%	6	144	-6	144	-1%	-5	87	92
CC(C)OC(=O)CSc1nc2cc3c(cc2cc1C#N)OCO3	/	-7	170	7	170	/	-3	67	70
CCSc1nccc(-c2nn(-c3ccc(C)cc3)ccc2=O)n1	-24%	-17	44	7	116	8%	-60	18	78
CN1CCN(S(=O)(=O)c2ccc(NC(=O)Nc3cccc(Cl)c3)cc2)CC1	-19%	0	137	0	137	0%	2	35	34
COC(=O)[C@@H](NC(=O)NCc1ccco1)C(C)C	17%	-14	78	14	78	-2%	-1	91	93
CCOC(=O)C1=C(CSc2nc3c(cc2C#N)CCC3)OC(N)=C(C#N)C1c1ccccc1 (stereo unspecified)	/	/	/	5	124	-20%	10	89	79
CCCNC(=O)C(C)n1c2ccccc2c2nc(=O)cc(C)n21 (stereo unspecified)	25%	14	169	-14	169	3%	/	/	/
CCn1c(-c2ccc(N)cc2)nc2ccccc21	25%	-7	70	7	70	-4%	16	101	85
CCCn1nc(CC(=O)O)c2ccccc2c1=O	10%	14	161	-14	161	1%	13	94	80
O=C(NCCCN1CCOCC1)C(Sc1ccccc1)c1ccccc1 (stereo unspecified)	-18%	7	120	-7	120	0%	/	/	/
CN1CCN(S(=O)C23CC4CC(CC(C4)C2)C3)CC1 (stereo unspecified)	/	2	111	-2	111	/	1	84	83
COCC(C)NC(=O)C1CC(=O)N(c2ccc(C)cc2)C1 (stereo unspecified)	-8%	11	131	-11	131	3%	-7	95	102
CC1CCN(C(=S)c2ccccc2O)CC1	-16%	23	142	-23	142	16%	-6	88	94
Cc1ccc(C)c(C(=O)CSc2n[nH]c(-c3ccncc3)n2)c1	-1%	0	110	0	110	-1%	/	/	/
